S2 tox = reduces viability in counter-screen for ATXN expression inhibitors; Potency, µM (series often up to 56.7 µM), most hits filed as cytotoxic; S2 cells (HEK-293 line with an ATXN2-luciferase reporter) viability, CellTiter-Fluor protease fluorescence, 24 h; 400,000 tested, 0.49% active; AID 651635; also: potency is read from the fitted curve at half-maximal effect; nearly all actives have a fitted effect of over 40% in size
IL1B secr inh = inhibitors of inflammasome signaling (IL-1 beta secretion); 360,000 tested, 4.7% active; AID 743279; activity change, % at 57.5 µM; THP-1 LPS/ATP IL-1B secretion, AlphaLISA, 16 h; stronger effect = lower value; in the data active = activity change below about -50%; inconclusive = mostly about -30% to -49%; also: % is scaled to controls: 0 for no effect and ±100 for the full control effect
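Secreted IL-1B measured by AlphaLISA bead assay after 16 h compound exposure of THP-1 cells; compounds (final up to 57.5 uM) added 1 h before LPS (250 ng/mL) and ATP (1.25 mM) stimulation; lower signal means less secretion.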
HepG2 viability = HepG2 cytotoxicity, counter-screen for TGF-b inhibitors | HepG2 CAGA-GFP viability, ATP luminescence, 18 h | Potency, µM (highest dose often 46.1 µM), for inactives: at the highest dose activity change, negative = cytotoxicity, actives largely listed as cytotoxic | 410,000 tested, 0.76% active | AID 588856; also: potency is read from the fitted curve at half-maximal effect; some results filed as inactive show a strong effect at the top dose
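CellTiter-Glo luminescence gave cytotoxicity after 18 hours at 37 degrees C. The cells were HepG2 CAGA-GFP in 1% FBS DMEM, stimulated with 500 pg/mL TGF-beta after compound addition. %Activity was normalised to no-cell wells (complete cell-killing) and DMSO (no toxicity), and curves were fitted and classified.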
Nrf2 inh = blocks Nrf2 signaling; A549 ARE-Fluc reporter, luciferase luminescence, 18-24 h; Potency, µM (doses to about 46 µM), without a hit: top-dose activity change, negative = inhibition, actives largely listed as inhibitors; 360,000 tested, 2.1% active; also: potency is read from the fitted curve at half-maximal effect; % is scaled to controls: 0 for no effect and ±100 for the full control effect; nearly all actives have a fitted effect of over 60% in size
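In this cell-based qHTS, ARE-driven firefly luciferase in A549 cells reports Nrf2 activity; the luminescent signal after BugLite lysis is the measured value, with a prior CellTiter-Fluor read for cell health.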
A549 tox = counter-screen for Nrf2 inhibitors: cytotoxicity in A549 cells; A549 ARE-Fluc cells, CellTiter-Fluor viability, 18-24 h; Potency, µM (doses to about 46 µM), inactives show at the top dose activity change, negative = cytotoxicity, usual class: inhibitors; 390,000 tested, 0.16% active; also: potency is read from the fitted curve at half-maximal effect; % is scaled to controls: 0 for no effect and ±100 for the full control effect
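A549 ARE_Fluc cells in 5% FBS OPTI-MEM were exposed to compounds in concentration-response for 18-24 h at 37 deg C. Viability was read by CellTiter-Fluor fluorescence (Ex 405/Em 525) after 30 min, before the luciferase read.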
TGFb SMAD3 inh = blocks TGF-b signaling | HepG2 CAGA-GFP TGF-b/SMAD3 reporter, GFP fluorescence, 18 h; TGF-beta stimulated, 500 pg/mL final | Potency, µM (titrated, usually from 46.1 µM), inactives show at the highest dose activity, negative = inhibition, most hits filed as inhibitors | 410,000 tested, 1.2% active | AID 588855; also: potency is read from the fitted curve at half-maximal effect; % is scaled to controls: 0 for no effect and ±100 for the full control effect; nearly all actives have a fitted effect of over 65% in size
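TGF-beta reporter screen: HEPG2 CAGA-GFP, 1% FBS, 500 pg/mL TGF-beta final, 18 h; per-cell GFP summed per well; curves fitted and categorized by class.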
MCF10A rereplic = DNA re-replication induction in MCF 10a cells; MCF 10A DNA re-replication, Hoechst nuclear intensity, 48 h; Potency, µM (series often up to 46.1 µM), for inactives: at the highest dose activity, positive = re-replication, most hits filed as activators; 350,000 tested, 2.9% active; AID 624296; also: potency is read from the fitted curve at half-maximal effect; % of control where 0% means no effect; nearly all actives have a fitted effect of over 50% in size
Nrf2 ARE act = activates Nrf2 signaling; AREc32 ARE-luciferase reporter (MCF7-derived line), luminescence, 24 h; Potency, µM (top dose mostly 46.1 µM), without a hit: top-dose activation, usual class: activators; 410,000 tested, 0.31% active; AID 624171; also: potency is read from the fitted curve at half-maximal effect; % of control where 0% means no effect; nearly all actives have a fitted effect of over 65% in size
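AREc32 cells carrying an ARE-driven firefly luciferase reporter were seeded at 1000 cells/well in OPTI-MEM with 5% FBS, then exposed to compound for 24 hr at 37 deg C. Luminescence was read with Steady-Glo after 30 min at RT.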
ATXN2 expr inh = ATXN2 expression inhibition; HEK-293 ATXN2-luciferase reporter, luminescence, 24 h; Potency, µM (highest dose often 57 µM), for the others: at the top dose activity change, negative = inhibition, hits mostly inhibitors; 360,000 tested, 0.72% active; also: potency is read from the fitted curve at half-maximal effect; % is scaled to controls: 0 for no effect and ±100 for the full control effect; nearly all actives have a fitted effect of over 55% in size
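ATXN2-luciferase reporter cells (luciferase flanked by upstream and downstream ATXN2 gene portions) were treated 24 h at 37 °C with compounds at up to 57 uM. SteadyGlo luminescence gave expression; GF-AFC fluorescence gave viability.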
* hit, by the source's call; i = inactive; ? = inconclusive; . = no result given; & = joins results of further samples; [ ] = another dose, or the depositor's remark. Unless noted, calls follow the shape of the dose curve; as a rule, active = well fitted curve in the direction sought with a large enough effect; inconclusive = small, poorly fitted or top-dose-only effect, or another doubt; inactive = no such curve, though single readings can be large; an effect the other way counts as inactive or inconclusive.

SMILES	S2 tox	IL1B secr inh	HepG2 viability	Nrf2 inh	A549 tox	TGFb SMAD3 inh	MCF10A rereplic	Nrf2 ARE act	ATXN2 expr inh
CCOC(=O)c1cc(S(=O)(=O)NC2CCCCC2)cn1C	i	0	-5%	-23%	8%	-1%	8%	0.4%	.
Cc1noc(NS(=O)(=O)c2ccc(NC(=O)c3ccccc3NS(=O)(=O)c3ccc(F)cc3)cc2)c1C	i	27	0%	5%	-4%	11%	-16%	1.0%	4%
CN1C(=O)Cc2cc(S(=O)(=O)NCc3ccccc3Cl)ccc21	.	.	3%	3%	17%	-24%	.	1.1%	.
O=C(CSc1n[nH]c(-c2ccccn2)n1)Nc1ccc(Cl)cc1	i	52	-1%	-17%	-3%	-21%	20%	0.0%	20µM*
O=C(O)c1cc2[nH]c3c(c2cc1Cl)CCCC3	i	-4	-7%	-27%	-8%	9%	-15%	5.9%	20%
O=C(CN1CCN(C(=O)C2CCCO2)CC1)Nc1cc(C(F)(F)F)ccc1Cl (stereo unspecified)	i	0	-3%	?	-1%	2%	2%	-0.7%	-6%
COc1ccc(CN(C(=O)c2nsc(Cl)c2Cl)C(C(=O)NC2CCCC2)c2ccc(C)cc2)cc1 (stereo unspecified)	i	-22	13%	?	-26%	?	?	4.7%	-19%[11.3 µM]
COc1ccc(Br)cc1S(=O)(=O)N(CC(=O)N1CCOCC1)c1ccccc1	i	0	-20%	-8%	7%	2%	-6%	0.1%	-5%
CC(=O)Nc1ccc(NC(=O)c2c(C)nn(Cc3ccccc3)c2Cl)cc1	i	-6	-5%	-3%	-1%	0%	8%	-0.3%	24%
CCN(CC)CC(=O)N1c2ccccc2Sc2ccc(Cl)cc21	?	-14	-29%	-8%	3%	-29%	21%	-0.6%	-3%
Cc1noc(C)c1S(=O)(=O)N(CC(=O)N1CCc2ccccc21)c1ccc(C(C)C)cc1	i	25	0%	1%	1%	8%	13%	-0.1%	2%
Cc1c(CC(=O)O)c(=O)oc2c(C)c(OCc3nn[nH]n3)ccc12	i	2	11%	10%	1%	0%	-4%	0.2%	?
C/C(=C\c1ccccc1)C(=O)NCCN1CCOCC1	?	-4	1%	?	1%	?	-6%	3.9%	.
CC1(C(=O)NCc2ccc(F)c(F)c2)Cc2c(-c3cccc(C(F)(F)F)c3)ccnc2O1 (stereo unspecified)	i	65	-20%	.	.	?	.	-0.6%	-14%
O=C(NCC1CCCO1)c1cn(-c2ccccc2)nc1-c1ccc(F)cc1 (stereo unspecified)	i	5	-13%	4%	-2%	2%	-5%	0.2%	0%

Entries of single compounds, looked up by structure. Screens in order: S2 tox, IL1B secr inh, HepG2 viability, Nrf2 inh, A549 tox, TGFb SMAD3 inh, MCF10A rereplic, Nrf2 ARE act, ATXN2 expr inh
O=C(O)c1cc2[nH]c3c(c2cc1Cl)CCCC3 is listed with i, -4, -7%, -27%, -8%, 9%, -15%, 5.9%, 20%
CN1C(=O)Cc2cc(S(=O)(=O)NCc3ccccc3Cl)ccc21 is listed with ., ., 3%, 3%, 17%, -24%, ., 1.1%, .

Part of the list above, with values under each structure.
Sequence of screens: S2 tox	IL1B secr inh	HepG2 viability	Nrf2 inh	A549 tox	TGFb SMAD3 inh	MCF10A rereplic	Nrf2 ARE act	ATXN2 expr inh
COc1ccc(CN(C(=O)c2nsc(Cl)c2Cl)C(C(=O)NC2CCCC2)c2ccc(C)cc2)cc1 (stereo unspecified)
 : i	-22	13%	?	-26%	?	?	4.7%	-19%[11.3 µM]
COc1ccc(Br)cc1S(=O)(=O)N(CC(=O)N1CCOCC1)c1ccccc1
 : i	0	-20%	-8%	7%	2%	-6%	0.1%	-5%

(next part)
SMILES	S2 tox	IL1B secr inh	HepG2 viability	Nrf2 inh	A549 tox	TGFb SMAD3 inh	MCF10A rereplic	Nrf2 ARE act	ATXN2 expr inh
O=C1CCCCC1C(=O)c1cn(-c2ccc(Cl)c(Cl)c2)nn1 (stereo unspecified)	i	39	2%	?	-5%	22%	16%	1.8%	25%
CCOc1cc(C(=O)OCC(=O)Nc2cccc(C)c2)ccc1OCC(=O)N1CCOCC1	i	-13	-14%	3%	0%	-13%	0%	-0.8%	0%
CC(=O)Nc1ccc(Cl)c(C(N)=O)c1	i	0	-7%	-21%	-8%	?	-8%	-0.3%	8%
Cc1ccc(NC(=O)CN(C)C(=O)CCSc2ccc(F)cc2)cc1	i	9	-21%	1%	0%	?	6%	0.2%	-26%
CCOC(=O)c1c(S(=O)(=O)N2CCC(C(=O)Nc3ccc(OCC)cc3)CC2)c(C)n(C)c1C	i	.	-9%	.	-1%	11%	.	0.4%	-19%
COc1cccc(-n2nnnc2SCC(=O)c2ccc(NC(C)=O)cc2)c1	i	7	1%	3%	-13%[1.84 µM]	-2%	-1%	-0.6%	2%
Cc1ccc(C)c(S(=O)(=O)N2CCCOC2CNC(=O)C(=O)NCCCN2CCOCC2)c1 (stereo unspecified)	i	i	33%	7%	13%	30%	11%	2.4%	-8%
Cc1cc(C(=O)COC(=O)c2nccnc2N)c(C)n1C	i	-5	26%	?	7%	0%	-46%[inhibitor]	-0.3%	?
O=C(c1ccncc1)N1CCN(c2cc(-c3ccccc3)nc3cc(-c4cccc(Cl)c4)nn23)CC1	i	6	-5%	.	.	-6%	.	-1.1%	13%
CC(C)CNC(=O)c1cccc(NC(=O)c2ccc(NC(=O)c3ccco3)cc2)c1	i	2	-6%	?	0%	-10%	2%	-0.5%	-9%
CCOC(=O)C1CCN(Cc2cc(Cl)c3ccccc3c2O)CC1	?	-14	-3%	-10%	-7%	?	18µM*	?	-27%
c1ccc(-c2ccc(-c3ccccc3)[nH]2)cc1	i	14	-24%	?	1%	-1%	?	?	61%[activator]
CC(NC(=O)COC(=O)c1ccc(OCC2CCCO2)cc1)c1ccccc1Cl (stereo unspecified)	i	14	-16%	2%	1%	-9%	-8%	-0.4%	-7%
N#CCc1ccc(NC(=O)Nc2cccc(Cl)c2)cc1	?	-30	-28%	?	-15%	0%	22%	2.2%	-3%
N#Cc1ccc(OCC(O)CN2CCN(C(c3ccccc3)c3ccccc3)CC2)cc1 (stereo unspecified)	i	-20	-26%	7%	-12%	-8%	?	2.3%	-11%
COc1cc(S(=O)(=O)NCc2ccccc2)ccc1Br	i	-6	-17%	-4%	0%	?	?	-0.9%	8%
OCCOCCn1c(C(CO)Nc2nc(-c3ccc(F)cc3)cs2)nc2ccccc21 (stereo unspecified)	i	1	-12%	3%	6%	-6%	0%	1.9%	6%
COc1cc(OC)cc(C(=O)Nc2nc(-c3ccccc3)c(-c3ccccc3)o2)c1	i	1	-11%	18µM*	?	?	14%	-0.3%	?
CC(=O)Nc1nnc(C2=COCCO2)o1	i	20	-8%	-1%	-2%	7%	12%	-0.8%	-1%
COc1ccc(OC)c(-c2csc(NC(=O)CSc3ccccc3)n2)c1	i	?	13%	-29%	1%	-4%	17%	-0.1%	2%
Cc1ccccc1CC1(CO)CCCN(Cc2cn[nH]c2-c2ccccc2)C1 (stereo unspecified)	i	14	-16%	-8%	-1%	-1%	-3%	-0.6%	25%
CCCCCCSc1ccc([C@@H]2[C@@H]3C(=O)N(C)C(=O)[C@@H]3[C@]3(C(=O)OC)CCCCN23)cc1	i	?	-5%	0%	21%	?	?	-0.3%	?
C=CCNC(=O)CSc1nnc(-c2ccccc2Br)n1-c1cccc(C(F)(F)F)c1	i	-4	-2%	10%	-3%	-4%	1%	0.5%	4%
CN1CCN(C2=Nc3ccccc3Oc3ccc(Cl)cc32)CC1	i	?	-8%	?	-22%	10%	9%	1.3%	0%&-10%
CCCCn1c(CNC(=O)CC)nc2ccccc21	i	-14	-1%	-7%	0%	-12%	-2%	0.9%	1%
Cc1ccc(S(=O)(=O)N2C[C@H]3n4c(=O)ccc(=O)n4C[C@H](OC(=O)NCc4ccco4)[C@@]3(O)C2)cc1	i	-54*	-7%	.	.	-6%	.	?	-25%
CCN1CCN(c2nc(N)c([N+](=O)[O-])c(Nc3ccc(C)cc3)n2)CC1	i	-62*	-1%	-2%	-8%	?	14%	-0.1%	-14%

A few values from the results shown.
`CN1CCN(C2=Nc3ccccc3Oc3ccc(Cl)cc32)CC1` in A549 tox has -22%
`CCN1CCN(c2nc(N)c([N+](=O)[O-])c(Nc3ccc(C)cc3)n2)CC1` in ATXN2 expr inh has -14%
`OCCOCCn1c(C(CO)Nc2nc(-c3ccc(F)cc3)cs2)nc2ccccc21` (stereo unspecified) in TGFb SMAD3 inh has -6%
`CCCCn1c(CNC(=O)CC)nc2ccccc21` in MCF10A rereplic has -2%
`COc1ccc(OC)c(-c2csc(NC(=O)CSc3ccccc3)n2)c1` in ATXN2 expr inh has 2%
`Cc1ccc(S(=O)(=O)N2C[C@H]3n4c(=O)ccc(=O)n4C[C@H](OC(=O)NCc4ccco4)[C@@]3(O)C2)cc1` in HepG2 viability has -7%

Bioassay records deposited in PubChem by National Center for Advancing Translational Sciences (NCATS).
